Cneo AK release = Cryptococcus neoformans cell lysis inducers, primary screen, AK release luminescence, single concentration; C. neoformans lysis, adenylate kinase release luminescence, 4 h; normalised: neutral wells 0, clomiphene wells 100; lysis activity, % at 15 µM; actives 0.2% (n = 360,000);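 active = mean lysis activity across replicates of at least 80%, whatever share of replicates individually reach that level; inactive = mean lysis activity below 80%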
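Signal: Adenylate kinase release luminescence | Assay system: Log-phase Cryptococcus neoformans yeast cells | Input: Cells at 5 × 10^6 per mL | Buffer or medium: Fresh YPD growth medium | Compound: Single dose | Schedule: Static 4 h at 37 °C with compound, 1 h detection | Controls: Clomiphene | Read-out: Luminescence rise reflecting yeast cell lysis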
E-sel inducer = E-selectin induction in HUVECs, primary screen, imaging, HUVEC, immunofluorescence imaging, single point | P16581 | AID 686992, 2013 | actives 0.37% (n = 260,000) | normalized: neutral wells 0, TNF-alpha wells 100 | activation, % at 7.58 µM;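 active = mean E-selectin-positive cell signal at least 10% of the positive control, reached in at least 60% of replicates, without over 20% cell loss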;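 also: in these data hits start at about 27%; measured in HUVEC primary endothelial cells; signal is the percent of cells scored E-selectin positive by PE staining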
Target sequence (P16581 whole entry, looked up): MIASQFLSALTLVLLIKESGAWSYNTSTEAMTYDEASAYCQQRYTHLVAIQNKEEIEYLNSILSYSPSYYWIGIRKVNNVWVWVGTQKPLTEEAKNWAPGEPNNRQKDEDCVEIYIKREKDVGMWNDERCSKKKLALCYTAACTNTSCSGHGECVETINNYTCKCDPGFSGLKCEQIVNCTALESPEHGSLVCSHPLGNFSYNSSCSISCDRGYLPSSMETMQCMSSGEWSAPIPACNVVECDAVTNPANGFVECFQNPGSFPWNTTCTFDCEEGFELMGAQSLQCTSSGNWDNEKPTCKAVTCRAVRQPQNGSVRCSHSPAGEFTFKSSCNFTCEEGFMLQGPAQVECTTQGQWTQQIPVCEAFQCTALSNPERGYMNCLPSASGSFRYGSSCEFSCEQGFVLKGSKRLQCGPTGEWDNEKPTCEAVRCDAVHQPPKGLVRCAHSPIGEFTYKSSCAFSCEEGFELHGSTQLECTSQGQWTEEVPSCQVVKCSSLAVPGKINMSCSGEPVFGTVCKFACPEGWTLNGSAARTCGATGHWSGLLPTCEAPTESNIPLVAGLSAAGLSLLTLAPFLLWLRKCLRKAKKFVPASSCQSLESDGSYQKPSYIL
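Assay system: HUVEC primary endothelial cells. Input: 3,000 HUVEC seeded per well. Doses: one compound dose added by pin transfer. Read-out basis: % PE-positive cells. Benchmarks: TNF-alpha high, DMSO low. Detection: immunofluorescence imaging. Buffer or medium: EGM-2, gelatin.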
PGC1a acetyl inh = inhibitors of PGC1a acetylation signal, primary screen, cell-based, U2OS, AlphaScreen, inhibitor mode. AlphaScreen anti-acetyl-lysine; with virally co-expressed GCN5 acetyltransferase. actives 0.17% (n = 350,000). inhibition, % at 15.6 µM;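 active = every replicate shows inhibition of at least 40%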;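 also: 0% = neutral control wells and 100% = positive control wells; some results beyond the cut were filed as inactive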
RAD52 anneal inh = RAD52 DNA annealing inhibitors, primary screen, biochemical, FRET, single point, set 2. AID 651710, 2012. actives 0.46% (n = 360,000). DNA repair protein RAD52 homolog (Homo sapiens), P43351. inhibition, % at 18.7 µM. recombinant RAD52 DNA annealing, FRET fluorescence;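 active = every replicate showing at least 50% inhibition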
Target sequence (P43351 whole entry, looked up): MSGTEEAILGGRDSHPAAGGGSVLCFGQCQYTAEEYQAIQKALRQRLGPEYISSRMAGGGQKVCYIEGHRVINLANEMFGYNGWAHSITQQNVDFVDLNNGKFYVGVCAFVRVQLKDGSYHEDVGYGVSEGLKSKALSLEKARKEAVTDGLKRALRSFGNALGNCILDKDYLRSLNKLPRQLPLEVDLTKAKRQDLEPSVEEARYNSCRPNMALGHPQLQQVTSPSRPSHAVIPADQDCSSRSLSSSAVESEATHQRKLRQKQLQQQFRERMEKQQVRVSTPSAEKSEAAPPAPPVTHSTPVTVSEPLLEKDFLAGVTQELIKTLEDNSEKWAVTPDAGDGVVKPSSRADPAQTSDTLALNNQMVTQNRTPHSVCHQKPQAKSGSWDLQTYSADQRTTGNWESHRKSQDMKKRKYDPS
PglD DTNB = C. jejuni PglD acetyltransferase inhibitors, primary screen, biochemical, DTNB colorimetric, single point; purified PglD enzyme, DTNB colorimetric CoA detection; UDP-N-acetylbacillosamine N-acetyltransferase PglD (Campylobacter jejuni); inhibition, % at 12.5 µM; actives 0.098% (n = 360,000); in the data active = inhibition above about 16%, passing the limit was not always enough; also: strong numbers were not always called active
RAD54 branch = inhibitors of human RAD54 branch migration, primary screen, biochemical, fluorescence, single point; DNA repair and recombination protein RAD54-like (Homo sapiens), Q92698; inhibition, % at 10.4 µM; AID 602329, 2012; actives 0.14% (n = 360,000); RAD54 Holliday junction branch migration, FAM/BHQ fluorescence;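 active = mean normalized replicate activity at least 40 and at least half of replicates scoring 40 or more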;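 also: 0% = median of neutral control wells and 100% = median of positive control wells; inhibitors cause a drop in the FAM fluorescence signal; in these data hits start at about 50%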
miR-122 sensor = miR-122 Renilla sensor signal increase in Huh7, primary screen, miR-122 inhibitor project, cell-based, single point, plate reader; activation (reporter increase), % at 12.5 µM; AID 602342, 2012; Huh7 miR-122 Renilla luciferase sensor, 48 h; neutral wells = 0, positive control = 100; actives 0.3% (n = 340,000);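 active = mean replicate activation score at least 90 and every replicate individually at or above 90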;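 also: higher luciferase means less miR-122 activity so hits act as miR-122 inhibitors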
ERAP1 inh = human ERAP1 aminopeptidase inhibitors, primary screen, biochemical, single point, plate reader; Endoplasmic reticulum aminopeptidase 1 (Homo sapiens), Q9NZ08; recombinant ERAP1, Leu-AMC fluorescence, 60 min; inhibition, % at 10.7 µM; actives 0.15% (n = 340,000);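 active = mean replicate inhibition of at least 30%, or all replicates individually reaching that 30% level; inactive = mean below 30% and not every replicate reaching it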;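 also: 0% = neutral control wells and 100% = L-leucinethiol positive control wells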
An asterisk follows results filed as active; / = no result given; & = joins results of further samples; [ ] = remark or other dose.

No.	compound	Cneo AK release	E-sel inducer	PGC1a acetyl inh	RAD52 anneal inh
1	O=C(COC(=O)CCC(=O)c1ccc(Cl)cc1)NCc1ccc(F)cc1	5	/	6	-15
2	CC(Oc1ccc2ccccc2c1)C(=O)NNC(=O)Nc1ccccc1 (configuration not stated)	-3	1.4	-3	-12
3	O=C(N=Nc1c(O)[nH]c2ccc(F)cc12)C1COc2ccccc2O1 (configuration not stated)	-7	0.2	4	-10
4	Nc1cc(Cl)ccc1C(=O)OCC(=O)N1CCCCCC1	-1	/	0	-12
5	Cc1ccc2nc(/C(C#N)=C/c3ccc(O)c(O)c3)[nH]c2c1	-1	/	-6	-32
6	C/C=C/c1ccc(OCC(O)CN2CCCCC2CC)c(OC)c1 (configuration not stated)	4	2.1	11	-1
7	Cc1ccc(S(=O)(=O)Nc2ccc3c(c2)C(=O)N([C@H](C)CO)C[C@H](C)[C@@H](CN(C)C(=O)Nc2ccccc2)O3)cc1	-1	0.1	-3	6
8	Cc1nc2ccc(Cl)cc2c(-c2ccccc2)c1C(=O)N(C)C	-3	/	1	13
9	CN(C(=O)c1ccnn1C)C1CCCN(Cc2ccccc2F)C1 (configuration not stated)	-1	-0.2	2	-11
10	O=C(NC(c1ccc(F)cc1)c1ccc2ccccc2n1)C1CCN(CCOc2ccc(Cl)cc2Cl)CC1 (configuration not stated)	10	1.0	/	-90
11	COc1ccccc1NC(=S)N1CC(C)OC(C)C1 (configuration not stated)	1	-0.1	-1	-1
12	C[C@H](CO)N1C[C@H](C)[C@@H](CN(C)CC2CC2)Oc2ccc(NS(=O)(=O)c3ccccc3)cc2CC1=O	-1	/	0	9

No.	PglD DTNB	RAD54 branch	miR-122 sensor	ERAP1 inh
1	-4	1	-3	3
2	-1	2	19	-3
3	-1	-1	-2	/
4	-4	2	-9	1
5	-1	0	1	-1
6	0	5	-9	0
7	-3	-6	-6[16.7 µM]	0
8	6	-21	-9	-3
9	-2	-10	-4	-5
10	-12	-10	-12	-1
11	-4	5	-5	0
12	1	-10	9[16.7 µM]	-4

A few values from the entries so far:
`C/C=C/c1ccc(OCC(O)CN2CCCCC2CC)c(OC)c1` (configuration not stated) in PglD DTNB: 0
`O=C(N=Nc1c(O)[nH]c2ccc(F)cc12)C1COc2ccccc2O1` (configuration not stated) in miR-122 sensor: -2
`Nc1cc(Cl)ccc1C(=O)OCC(=O)N1CCCCCC1` in PGC1a acetyl inh: 0
`Cc1nc2ccc(Cl)cc2c(-c2ccccc2)c1C(=O)N(C)C` in PglD DTNB: 6
`COc1ccccc1NC(=S)N1CC(C)OC(C)C1` (configuration not stated) in PGC1a acetyl inh: -1
`CN(C(=O)c1ccnn1C)C1CCCN(Cc2ccccc2F)C1` (configuration not stated) in PglD DTNB: -2

Other structures follow:
No.	compound	Cneo AK release	E-sel inducer	PGC1a acetyl inh	RAD52 anneal inh
13	Cc1ccc(C(C)C)c(OCc2ccc(-c3nnco3)cc2)c1	-3	/	-36	/
14	C=C(C)[C@@H]1CCC2(C(=O)O)CC[C@]3(C)[C@H](CC[C@@H]4[C@@]5(C)CCC(=O)C(C)(C)[C@@H]5CC[C@]43C)[C@@H]12 (some centres not stated)	7	0.0	4	-13
15	N#Cc1cccc(-c2ccc(C3[C@@H]4CN(C(=O)Cc5ccccc5)C[C@H]3N4)cc2)c1 (some centres not stated)	/	-0.6&0.0	-7&0	21&11
16	O=C(c1[nH]c(C(F)(F)F)nc1-c1ccccc1)N1CCN(c2c(Cl)cncc2Cl)CC1	1	1.5	-20	-26
17	COc1ccc(NC(=O)N(C)C[C@@H]2OCCCC[C@@H](C)Oc3ccc(NS(=O)(=O)c4cccs4)cc3C(=O)N([C@@H](C)CO)C[C@H]2C)cc1	1	-0.2	-30	-22
18	Cc1ccccc1-c1ccc([C@@H]2[C@@H](CO)N3CCCCN(C(=O)Nc4ccc(F)cc4)C[C@@H]23)cc1	3	-0.4	-8	-4
19	Cc1ccccc1C(=O)N1CCCC(N2CCN(Cc3ccc4c(c3)OCO4)CC2)C1 (configuration not stated)	0	-0.2	/	-15
20	CCN1CCN(C(CNS(=O)(=O)c2ccc(C)cc2)c2cccnc2)CC1 (configuration not stated)	0	-0.1	2	-7
21	CCOC(=O)c1ccc(NC(=O)CSc2nnc(CCc3ccc(C)o3)n2-c2ccccc2)cc1	4	/	-6	/
22	COc1cccc(NC(C)(C)c2nnnn2-c2c(C)cccc2C)c1	0	-0.3	13	-5
23	Cc1ccccc1Nc1nnc(SCC(=O)NC2CCCc3ccccc32)s1 (configuration not stated)	1	/	-1	/
24	Cc1ccc(C)n1-n1cnc2sc3c(c2c1=O)CCCCC3	0	/	-3	/

No.	PglD DTNB	RAD54 branch	miR-122 sensor	ERAP1 inh
13	-7	2	-5	/
14	3	-1	-8	1
15	/	/	/	0&1
16	1	4	13	/
17	-1	-32	-3[16.7 µM]	-4
18	5	4	-31[16.7 µM]	3
19	7	-5	/	-1
20	4	-4	1	0
21	2	-20	3	/
22	-1	5	-4	5
23	2	3	5	/
24	-2	-1	2	/

Later entries:
No.	compound	Cneo AK release	E-sel inducer	PGC1a acetyl inh	RAD52 anneal inh
25	C=CCn1c(N)c(C(=O)OC(C)(C)C)c2nc3ccccc3nc21	1	/	-9	/
26	CC(=O)c1ccc(S(=O)(=O)NCC(=O)NC(c2nc3ccccc3[nH]2)C(C)C)cc1 (configuration not stated)	0	/	6	-23
27	O=C(O)c1cc(-c2ccc(/C=C3\NC(=O)N(c4ccccc4)C3=O)o2)ccc1Cl	3	/	-5	-69
28	O=C(CNCCO)Nc1ccc(F)c(Cl)c1	/	9.6	4	-11
29	CCOC(=O)c1c(C)[nH]c(C(=O)N2CCCC(C(=O)c3ccccc3OC)C2)c1C (configuration not stated)	-3	0.0	6	-19
30	CCOC(=O)C(C)CC(C)C(=O)N1CCOCCN(C(=O)C(C)CC(C)C(=O)OCC)CCOCC1 (configuration not stated)	-1	/	/	/
31	COc1cc(NC(=O)c2cc3nc(C)cc(C)n3n2)c(OC)cc1Cl	-5	/	15	/
32	CO[C@@H]1CN(C)C(=O)c2ccc(NC(=O)C3CCCC3)cc2OC[C@@H](C)NC[C@@H]1C	0	0.1	/	-4
33	Oc1ccc(Cl)cc1C=Nc1ccc2c3c(cccc13)CC2	0	24	/	-25
34	COc1ccc(S(=O)(=O)Nc2cccc3c2O[C@H](CN(C)S(=O)(=O)c2ccc(Cl)cc2)[C@H](C)CN([C@@H](C)CO)C3=O)cc1	-3	0.0	5	6
35	O=C1C2C3C=CC(C4CC34)C2C(=O)N1Cc1ccco1 (configuration not stated)	/	0.2	/	1
36	CCOc1ccc(N(C(=O)c2cc3ccccc3oc2=O)C2C=CS(=O)(=O)C2)cc1 (configuration not stated)	1	1.7	-4	-51

No.	PglD DTNB	RAD54 branch	miR-122 sensor	ERAP1 inh
25	-4	19	0	/
26	-1	6	-1	-9
27	-9	-11	-2	-123
28	/	/	/	9
29	-1	-10	5	2
30	-7	-16	-16	/
31	-5	-6	-11	/
32	0	-5	0[16.7 µM]	-2
33	3	-16	4	-1
34	-2	-3	-4[16.7 µM]	1
35	/	/	-5	-3
36	0	-2	2	2

Copied from above, nos. 25–26
No.	compound	Cneo AK release	E-sel inducer	PGC1a acetyl inh	RAD52 anneal inh
25	C=CCn1c(N)c(C(=O)OC(C)(C)C)c2nc3ccccc3nc21	1	/	-9	/
26	CC(=O)c1ccc(S(=O)(=O)NCC(=O)NC(c2nc3ccccc3[nH]2)C(C)C)cc1 (configuration not stated)	0	/	6	-23

No.	PglD DTNB	RAD54 branch	miR-122 sensor	ERAP1 inh
25	-4	19	0	/
26	-1	6	-1	-9

Next section:
No.	compound	Cneo AK release	E-sel inducer	PGC1a acetyl inh	RAD52 anneal inh
37	COc1ccc(NC(=O)Nc2cccc3c2O[C@H](CN(C)S(=O)(=O)c2cn(C)cn2)[C@@H](C)CN([C@@H](C)CO)C3=O)cc1	-6	/	-5	5
38	C[C@H](CO)N1C[C@H](C)[C@H](CN(C)Cc2cncnc2)Oc2ncc(-c3cccc(C#N)c3)cc2C1=O	-2	0.4	-9	-1
39	Cc1cc(SCC(=O)OCC(=O)N(C)C2CCS(=O)(=O)C2)c(C)cc1Br (configuration not stated)	1	1.8	19	-12
40	COc1ccc(C[C@H]2CCc3cnnn3COC[C@H](Cc3ccccc3)NC2=O)cc1	-1	-0.1	/	5
41	O=[N+]([O-])c1ccc(-c2csc(Nc3ccccc3)[n+]2Cc2ccccc2)cc1	1	/	/	/
42	CCCNC(=O)Nc1ccc2c(c1)OC[C@@H](C)N(C(C)=O)C[C@@H](C)[C@@H](OC)CN(C)C2=O	0	0.8	8	0
43	COc1cc(Cl)c(C)cc1NC(=O)COc1cc(C)nc(C(C)C)n1	1	/	-4	/
44	CCNC(=O)CSc1nnc(-c2cccc(S(=O)(=O)N3CCOCC3)c2)o1	0	-0.2	/	-6
45	CCC(C)(C(=O)NC1CCCCC1)N(C(=O)C1CCC(=O)N1)c1ccccc1 (configuration not stated)	5	/	2	/
46	N#CCSc1nc2ccccc2c(=O)n1CCC(=O)NCCc1ccccc1	3	/	/	/
47	CN(C(=O)c1ccc(-c2ccccc2)cc1)C1CCCCC1	-1	/	-9	-15
48	Cn1c(Cn2c(=O)sc3ccccc32)nnc1SCC(=O)NCc1ccc(F)cc1	0	0.0	-6	-7

No.	PglD DTNB	RAD54 branch	miR-122 sensor	ERAP1 inh
37	5	7	7[16.7 µM]	5
38	-1	-3	8[16.7 µM]	-1
39	4	-2	/	2
40	/	/	/	0
41	0	-10	-21	/
42	3	-7	/	-7
43	1	3	6	/
44	0	4	3	-2
45	-2	9	7	/
46	-2	-2	17	/
47	1	-6	19	-3
48	-3	-1	2	-2

Compound activity deposited in PubChem by Broad Institute.
